Compound activity: PubChem, National Center for Advancing Translational Sciences (NCATS)
IL-1B inflam inh = inflammasome signaling inhibition, IL-1 beta readout; THP-1 LPS/ATP IL-1B secretion, AlphaLISA, 16 h; hits give low values; activity change, % at 57.5 µM; 4.7% of 360,000 active; AID 743279; in the data active means activity change below about -50%; inconclusive means mostly about -30% to -49%; further: on the % scale 0 is the no-effect control and ±100 the full control effect
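THP-1 cells pretreated 1 hr with compounds (up to 57.5 uM final), then stimulated with LPS (250 ng/mL final) plus ATP (1.25 mM final); secreted IL-1B measured by AlphaLISA after 16 hr, decreased signal indicating inhibition.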
Nrf2 ARE act = activates Nrf2 signaling | Potency, µM (highest dose often 46.1 µM), for inactives: top-dose activation, most hits filed as activators | 0.31% of 410,000 active | AREc32 ARE-luciferase reporter (MCF7-derived line), luminescence, 24 h; further: potency means the concentration at half of the fitted maximal effect; % of control where 0% means no effect; nearly all actives have a fitted effect of over 65% in size
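Cells of the AREc32 ARE-luciferase line are plated in OPTI-MEM containing 5% FBS and left overnight at 37 deg C. Compounds are pinned in, incubation continues 24 hr, and firefly luciferase signal is then measured.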
A549 viability = kills or reduces viability of A549 cells in Nrf2 counter-screen; 0.16% of 390,000 active; A549 ARE-Fluc cells, CellTiter-Fluor viability, 18-24 h; Potency, µM (doses to about 46 µM), without a hit: at the highest dose activity change, negative = cytotoxicity, most hits filed as inhibitors; further: potency means the concentration at half of the fitted maximal effect; on the % scale 0 is the no-effect control and ±100 the full control effect
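Cytotoxicity counterscreen: CellTiter-Fluor fluorescence was measured in A549 ARE_Fluc cells after 18-24 h of compound exposure in a concentration series. The subsequent BugLite luminescent read reports ARE-luciferase activity.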
S2 tox = cell viability loss in ATXN counter-screen; S2 cells (HEK-293 line with an ATXN2-luciferase reporter) viability, CellTiter-Fluor protease fluorescence, 24 h; Potency, µM (doses to about 56.7 µM), hits mostly cytotoxic; 0.49% of 400,000 active; AID 651635; further: potency means the concentration at half of the fitted maximal effect; nearly all actives have a fitted effect of over 40% in size
MCF10A rereplic = inducers of DNA re-replication in MCF 10A breast cells. MCF 10A DNA re-replication, Hoechst nuclear intensity, 48 h. Potency, µM (series often up to 46.1 µM), without a hit: at the top dose activity, positive = re-replication, most hits filed as activators. 2.9% of 350,000 active. AID 624296; further: potency means the concentration at half of the fitted maximal effect; % of control where 0% means no effect; nearly all actives have a fitted effect of over 50% in size
HepG2 viability = counter-screen for TGF-b inhibitors: cytotoxicity in HepG2 cells. HepG2 CAGA-GFP viability, ATP luminescence, 18 h. Potency, µM (doses to about 46.1 µM), without a hit: at the top dose activity change, negative = cytotoxicity, most hits filed as cytotoxic. 0.76% of 410,000 active; further: potency means the concentration at half of the fitted maximal effect; some results filed as inactive show a strong effect at the top dose
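CellTiter-Glo luminescence gave cytotoxicity after 18 hours at 37 degrees C. The cells were HepG2 CAGA-GFP in 1% FBS DMEM, stimulated with 500 pg/mL TGF-beta after compound addition. %Activity was normalised to no-cell wells (complete cell-killing) and DMSO (no toxicity), and curves were fitted and classified.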
TGFb SMAD3 inh = blocks TGF-b signaling; HepG2 CAGA-GFP TGF-b/SMAD3 reporter, GFP fluorescence, 18 h; TGF-beta stimulated, 500 pg/mL final; Potency, µM (doses to about 46.1 µM), without a hit: at the highest dose activity, negative = inhibition, most hits filed as inhibitors; 1.2% of 410,000 active; AID 588855; further: potency means the concentration at half of the fitted maximal effect; on the % scale 0 is the no-effect control and ±100 the full control effect; nearly all actives have a fitted effect of over 65% in size
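HEPG2 CAGA-GFP reporter cells (1000/well, DMEM with 1% FBS) received compounds, then recombinant TGF-beta at 500 pg/mL final for 18 hours at 37 degrees C. Per-cell GFP summed per well was normalised to unstimulated and stimulated DMSO controls before curve fitting.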
ATXN2 expr inh = reduces ATXN2 reporter expression in HEK-293 cells; HEK-293 ATXN2-luciferase reporter, luminescence, 24 h; Potency, µM (series often up to 57 µM), for the others: at the highest dose activity change, negative = inhibition, actives largely listed as inhibitors; 0.72% of 360,000 active; further: potency means the concentration at half of the fitted maximal effect; on the % scale 0 is the no-effect control and ±100 the full control effect; nearly all actives have a fitted effect of over 55% in size
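qHTS (up to 57 uM final) was run with 24 h compound exposure of reporter cells at 37 °C. Each well was multiplexed: SteadyGlo luminescence measured ATXN2-luciferase expression after a fluorogenic Gly-Phe-AFC viability readout (25 uM final).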
Nrf2 block = inhibitors of Nrf2 signaling; A549 ARE-Fluc reporter, luciferase luminescence, 18-24 h; Potency, µM (series often up to 46 µM), for inactives: at the highest dose activity change, negative = inhibition, hits mostly inhibitors; 2.1% of 360,000 active; AID 504444; further: potency means the concentration at half of the fitted maximal effect; on the % scale 0 is the no-effect control and ±100 the full control effect; nearly all actives have a fitted effect of over 60% in size
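A549 ARE_Fluc cells (5000/well, 5% FBS OPTI-MEM) pre-incubated 2 h, then treated with compounds 18-24 h at 37C/5% CO2 in concentration-response. CellTiter-Fluor viability read first; BugLite luciferase luminescence after 15 min at room temperature gives Nrf2 activity.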
* hit, by the source's call; i = inactive; ? = inconclusive; · = no result given; [ ] = remark or other dose. Unless noted, the call rests on the fitted dose curve; in most records, active means well fitted curve in the direction sought with a large enough effect; inconclusive means small, poorly fitted or top-dose-only effect, or another doubt; inactive means no such curve, though single readings can be large; an effect the other way counts as inactive or inconclusive.

1: CCOc1ccc(NC(=O)CCN2CCCCC2)cc1
2: COc1ccc(-n2c(C)cc(/C=C3/SC(=O)N(CC(=O)N4CCOCC4)C3=O)c2C)cc1
3: Cc1cc(=O)oc2cc(OC(C)C(=O)N3CCOCC3)c(Cl)cc12 (stereo unspecified)
4: Cc1nnc(Sc2cc(C(=O)NC3CC3)c3ccccc3n2)s1
5: COC(=O)c1ccc(-c2nc(CN3CCCN(C(=O)c4ccco4)CC3)c(C)o2)cc1
6: CCOC(=O)N1CCN(S(=O)(=O)c2ccc(C(=O)Nc3nnc(C4CC4)o3)cc2)CC1
7: Cc1cc(O)ccc1-c1cc(C(=O)NCc2ccc(F)cc2)[nH]n1
8: Cc1ccc(C2CC(=O)Nc3cc4c(cc32)OCCO4)cc1Br (stereo unspecified)
Screen / compound no.,1,2,3,4,5,6,7,8
IL-1B inflam inh,7,5,-25,-6,40,17,32,·
Nrf2 ARE act,0.1%,0.4%,0.4%,11%,0.2%,0.1%,4.5%,0.5%
A549 viability,2%,-6%,·,9%,0%,-12%,·,-4%
S2 tox,i,i,?,i,i,i,?,i
MCF10A rereplic,-2%,-73%[inhibitor],·,15%,-4%,?,·,·
HepG2 viability,4%,12%,-2%,-10%,-1%,4%,-28%,-38%
TGFb SMAD3 inh,-2%,5%,-1%,-2%,-20%,1%,13%,13µM*
ATXN2 expr inh,3%,3%,·,8%,5%,-20%,6%,-18%
Nrf2 block,-1%,7%,·,?,12%,?,·,18µM*

Copied from the list.
entry 4 | MCF10A rereplic = 15%
entry 7 | IL-1B inflam inh = 32
entry 5 | A549 viability = 0%

Next section.
9: CC12CN3CCN(CC(C3)C1(O)CN1CCCCC1)C2 (stereo unspecified)
10: Cc1n[nH]c(=S)n1/N=C/c1cccc(OCc2ccccc2)c1
11: Cc1ccc(CCNC(=O)C2CCN(c3nnc(-n4cccc4CNc4ccc(C)cc4)s3)CC2)cc1
12: O=C(Nc1cccc2ccccc12)c1cnccn1
13: COc1ccc(S(=O)(=O)NC(C)c2ccc3c(c2)OCCO3)cc1 (stereo unspecified)
14: CC(=O)N1CC(=O)N(c2ccccc2)C1=O
15: O=C(NCCC(=O)N1CCN(S(=O)(=O)c2ccccc2F)CC1)Nc1ccccc1
16: CCc1ccc(S(=O)(=O)NCc2csc(-c3cccnc3)n2)s1
Screen / compound no.,9,10,11,12,13,14,15,16
IL-1B inflam inh,-7,33,·,2,2,11,2,-4
Nrf2 ARE act,-0.4%,3.8%,2.1%,?,-0.4%,-1.0%,0.0%,-0.3%
A549 viability,-12%,1%,0%,0%,·,0%,16%,0%
S2 tox,i,i,·,i,i,i,i,i
MCF10A rereplic,1%,?,·,2%,·,21%,0%,-3%
HepG2 viability,-6%,-38%,-27%,3%,-10%,-3%,2%,-26%
TGFb SMAD3 inh,7%,-5%,·,14%,-2%,-10%,-3%,1%
ATXN2 expr inh,-2%,23%,·,36%[activator],·,·,1%,-20%
Nrf2 block,·,?,?,?,·,0%,16%,-13%

Only Nrf2 ARE act and HepG2 viability (3 entries from above):
#	smiles	Nrf2 ARE act	HepG2 viability
11	Cc1ccc(CCNC(=O)C2CCN(c3nnc(-n4cccc4CNc4ccc(C)cc4)s3)CC2)cc1	2.1%	-27%
12	O=C(Nc1cccc2ccccc12)c1cnccn1	?	3%
13	COc1ccc(S(=O)(=O)NC(C)c2ccc3c(c2)OCCO3)cc1 (stereo unspecified)	-0.4%	-10%

Following part:
17: O=C(/C=C/c1ccc(Cl)c([N+](=O)[O-])c1)Nc1cccc(NC(=O)c2ccco2)c1
18: Cc1cc(C)n(-c2nc(NCCN(C)C)c3c4c(sc3n2)CCCC4)n1
19: CC(C)[C@H](Nc1nc(-c2ccccc2)nc2c1oc1ccccc12)C(=O)O
20: COc1ccc(OC)c(CCNc2ncnc3onc(-c4ccc(F)cc4)c23)c1
21: CCOC(=O)CNC(=O)C(CC(C)C)NC(=O)C1CCCCC1 (stereo unspecified)
22: COc1cccc(OC)c1C(=O)Nc1ccc(S(=O)(=O)Nc2nccc(C)n2)cc1
23: O=C(CN1C(=O)C(=O)N(C2CCCC2)C1=O)NCCc1ccc(Cl)cc1Cl
24: CN(C)c1nc2c(cnn2C)c(=O)[nH]1
Screen / compound no.,17,18,19,20,21,22,23,24
IL-1B inflam inh,-99*,-98*,36,·,12,·,-10,1
Nrf2 ARE act,15%,6.0%,16%,6.6%,-0.1%,0.0%,-0.7%,-0.5%
A549 viability,-3%,1%,-10%,7%,4%,0%,2%,-4%
S2 tox,i,22µM*,?,i,i,i,i,i
MCF10A rereplic,?,?,7%,·,13%,·,-1%,0%
HepG2 viability,-51%,4.5µM*,-5%,-11%,1%,1%,13%,1%
TGFb SMAD3 inh,?,?,-22%,?,-14%,1%,8%,-9%
ATXN2 expr inh,·,14µM*,-3%,-14%,-9%,4%,-7%,3%
Nrf2 block,-9%,?,-15%,?,-7%,7%,5%,-4%

25: COc1cccc(C(=O)Nc2ccccc2OCc2cc(=O)n3cc(C)ccc3n2)c1
26: COc1ccc(S(=O)(=O)N2CCN(C(=O)C3CC3)CC2)cc1
27: CCCn1nc(NC(=O)c2cccs2)c2cc3cccc(C)c3nc21
28: COc1ccc(-c2cc(=O)c3cc(OC)ccc3[nH]2)cc1
29: CCOc1ccc2nc(NC(=O)c3nc(SC(C)C)ncc3Cl)sc2c1
30: COC(=O)c1c(NC(=O)CCN2CCOCC2)sc2c1CCCC2
31: O=C(c1sccc1Cl)N1CCN(Cc2ccc3c(c2)OCO3)CC1
32: O=C(Cc1cccc2ccccc12)OCn1nnc2ccccc2c1=O
Screen / compound no.,25,26,27,28,29,30,31,32
IL-1B inflam inh,·,-8,-4,-2,·,-27,-81*,14
Nrf2 ARE act,-0.4%,0.3%,2.4%,4.3%,0.0%,3.9%,2.9%,-0.3%
A549 viability,0%,2%,-2%,-3%,?,-2%,-6%,17%
S2 tox,·,i,i,i,i,i,i,i
MCF10A rereplic,·,-5%,21µM*,-5%,·,0%,?,1%
HepG2 viability,-2%,5%,-61%,-8%,-5%,-25%,5%,-15%
TGFb SMAD3 inh,15%,11%,0%,6%,-3%,-1%,?,-5%
ATXN2 expr inh,·,3%,3%,-10%,11%,-13%,1%,3%
Nrf2 block,·,8%,11%,?,-15%,8%,?,3%

33: CCOc1ccc(-n2c(=O)c3c4c(sc3n(CC(=O)NCc3ccco3)c2=O)CCC4)cc1
34: Cc1cc2nc(-c3ccc(SCC(=O)N4CCc5ccccc54)nc3)[nH]c2cc1C
35: CN(CC(=O)Nc1cccc(F)c1)C(=O)Cn1cnc2c1c(=O)n(C)c(=O)n2C
36: NC(=O)c1cccc(Nc2nc(C(N)Cc3ccc(C(F)(F)F)cc3)cs2)n1 (stereo unspecified)
37: COc1cc(F)ccc1CN1CCC(C(=O)Nc2ccc(Oc3ccccc3)nc2)CC1
38: CCOC(=O)c1sc(NC(=O)Nc2ccc(Cl)cc2)cc1C
39: COc1cccc(CN2CC(C(=O)NCCCc3ccc(C)cc3)CCC2=O)c1 (stereo unspecified)
40: CC1CC(C)CN(CCCNC(=O)CN2C(=O)CSc3ccc(S(=O)(=O)N4CCCCC4)cc32)C1 (stereo unspecified)
Screen / compound no.,33,34,35,36,37,38,39,40
IL-1B inflam inh,25,109,23,-28,-81*,-103*,16,-60*
Nrf2 ARE act,-0.4%,8.7%,0.1%,5.4%,3.6%,8.7%,2.0%,0.0%
A549 viability,-8%,12%,11%,·,-15%,?,-2%,2%
S2 tox,i,18µM*,i,?,i,i,i,i
MCF10A rereplic,3%,13%,-25%,·,7%,?,3%,1%
HepG2 viability,6%,-10%,0%,-103%,-27%,-27%,2%,-10%
TGFb SMAD3 inh,11%,?,2%,?,-23%,5.6µM*,1%,12%
ATXN2 expr inh,-11%,?,6%,28µM*,-27%,?,13%,-13%
Nrf2 block,·,?,-26%,·,?,?,1%,6%

41: CC(C)(C)C(=O)Nc1ccccc1N1CCN(C(=O)c2ccc(Cl)cc2)CC1
42: CN(C)S(=O)(=O)n1cc(/C=C(\NC(=O)c2ccccc2)C(=O)N2CCCCC2)c2ccccc21
43: Cc1ccc(-c2nnc(Nc3ccc4c(c3)OCO4)c3ccccc23)cc1S(=O)(=O)NCCO
44: O=C(c1ccccn1)N1CCN(S(=O)(=O)c2cccc(Br)c2)CC1
45: Cc1ccc(CNC(=O)Nc2ccccc2)cc1
46: Cc1ccc(CSc2nnc(SCC(=O)N/N=C/C=C/c3ccccc3[N+](=O)[O-])s2)cc1
47: CCOc1ccc2c(C)c(C(=O)O)oc2c1OCC
48: Cc1ccccc1C(=O)n1nc(-c2ccco2)nc1NCc1cccs1
49: CON=C1C=C(C)C(=O)C(C)=C1C
50: CC(C)Sc1nc2c(c(=O)[nH]1)C(c1cccs1)C1=C(CC(C)(C)CC1=O)N2 (stereo unspecified)
Screen / compound no.,41,42,43,44,45,46,47,48,49,50
IL-1B inflam inh,-6,-13,-9,18,-26,20,0,·,0,-2
Nrf2 ARE act,-0.5%,0.5%,3.3%,-0.3%,0.3%,-0.2%,0.2%,0.3%,0.2%,-0.4%
A549 viability,-3%,·,2%,9%,-10%,12%,-5%,-6%,-1%,0%
S2 tox,i,?,i,i,i,i,i,i,i,i
MCF10A rereplic,0%,·,?,0%,?,-1%,-1%,·,-3%,-3%
HepG2 viability,-2%,2%,31%,2%,3%,-2%,-22%,6%,13%,-3%
TGFb SMAD3 inh,7%,-21%,?,4%,6%,-3%,2%,36%[activator],2%,5%
ATXN2 expr inh,-3%,·,0%,5%,34%[activator],16%,-23%,4%,20%,-6%
Nrf2 block,-3%,·,?,-2%,14%,?,-19%,-2%,14%,9%
